Source: PubChem BioAssay
S1P4 antag = blocks the human S1P4 receptor | S1P4-expressing cells, antagonist mode, reporter read-out | O95977 | 220,000 compounds, 0.26% hits | inhibition, % at 4.98 µM | AID 1510; in the data active means inhibition above about 29%;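 further: 0% = wells stimulated with agonist and 100% = vehicle wells without agonist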
NPY-Y2 PAM-ag = potentiators or agonists of human neuropeptide Y receptor Y2 | AID 1359 | 220,000 compounds, 0.45% hits | P49146 | activation, % at 3.6 µM | cells expressing NPY-Y2, potentiator/agonist read-out; in the data active means activation above about 27%;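 further: cells stimulated with NPY near EC25 plus isoproterenol at EC100; 0% = vehicle plus submaximal agonist and 100% = vehicle plus saturating agonist; some results beyond the cut were filed as inactive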
Target sequence (P49146 whole entry, looked up): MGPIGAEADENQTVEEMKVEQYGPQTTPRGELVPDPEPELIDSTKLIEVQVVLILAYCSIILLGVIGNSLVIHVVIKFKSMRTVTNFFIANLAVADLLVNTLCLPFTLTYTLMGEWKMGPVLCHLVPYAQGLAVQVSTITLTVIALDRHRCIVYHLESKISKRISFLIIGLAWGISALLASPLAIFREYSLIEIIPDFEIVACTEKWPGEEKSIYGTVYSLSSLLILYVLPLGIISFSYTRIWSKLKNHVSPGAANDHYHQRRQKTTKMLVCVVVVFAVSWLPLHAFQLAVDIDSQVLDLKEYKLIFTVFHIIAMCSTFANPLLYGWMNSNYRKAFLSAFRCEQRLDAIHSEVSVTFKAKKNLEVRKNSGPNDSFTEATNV
NPY-Y1 PAM-ag = human NPY-Y1 potentiation or agonism, primary screen; 220,000 compounds, 0.37% hits; P25929; NPY-Y1 expressing cells, potentiator/agonist activation; activation, % at 3.6 µM; in the data active means activation above about 33%, passing the limit was not always enough;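 further: cells stimulated with NPY at EC10 then isoproterenol at EC100; 0% = low agonist plus stimulus and 100% = saturating agonist plus stimulus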
Target sequence (P25929 whole entry, looked up): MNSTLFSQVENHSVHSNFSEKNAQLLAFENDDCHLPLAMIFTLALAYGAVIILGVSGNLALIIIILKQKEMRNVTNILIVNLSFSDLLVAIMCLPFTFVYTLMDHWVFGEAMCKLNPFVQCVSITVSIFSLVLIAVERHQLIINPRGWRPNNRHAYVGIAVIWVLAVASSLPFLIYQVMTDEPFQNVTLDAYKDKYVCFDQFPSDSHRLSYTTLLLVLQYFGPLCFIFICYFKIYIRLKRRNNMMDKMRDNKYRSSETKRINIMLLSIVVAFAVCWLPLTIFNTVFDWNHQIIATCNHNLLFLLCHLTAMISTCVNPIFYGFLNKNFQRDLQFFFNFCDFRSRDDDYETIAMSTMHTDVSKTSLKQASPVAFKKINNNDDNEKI
PGE2 EP2 inh = EP2 receptor (human) inhibition; P43116; C6 glioma cells expressing human EP2, cAMP TR-FRET; cells stimulated with saturating PGE2; inhibition, % at 25 µM; 260,000 compounds, 0.52% hits; AID 1422;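 active means percent inhibition above 40 after rounding to a whole number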;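 further: rat C6 glioma host cells with rolipram phosphodiesterase inhibitor present; the protocol text gives 20 µM as final concentration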
NPY-Y1 antag = NPY-Y1 (human) receptor antagonism | P25929 | HEK293-CNG Y1 cells, membrane potential fluorescence; NPY at EC95, then isoproterenol | inhibition, % at 3.6 µM | 200,000 compounds, 1% hits;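 active means inhibition above the campaign mean inhibition of all tested compounds plus 3 SD, cut at about 20% in these data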;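 further: 0% = DMSO wells given NPY plus isoproterenol and 100% = isoproterenol alone without NPY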
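Material: HEK293 cells with Y1 receptor plus CNG channel; times: compound incubation 1 h at room temperature, readout 45 min post-stimulation; signal: fluorescence, membrane potential probe; read-out basis: fluorescence ratio normalized to % inhibition between controls; benchmarks: full-block control isoproterenol-only wells, zero-block control NPY plus isoproterenol wells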
EP2 mod = modulators of human EP2 prostaglandin E2 receptor; EP2-expressing cells, cAMP HTRF FRET, PGE2 co-stimulation; induction, % at 25 µM; 260,000 compounds, 0.83% hits; AID 940; P43116;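 active means compounds whose cAMP rise, as percent of the full-agonist control response, exceeds 60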;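 further: rat C6 glioma line stably carrying human EP2 under a CMV promoter; the protocol text gives 20 µM as final concentration; 100% = response of wells given 1 µM PGE2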
eIF4E 4G PPI = inhibitors of eIF4E and eIF4G interaction in translation initiation; TR-FRET eIF4E-eIF4GI(517-606) binding, 2 h; inhibition, % at 21.7 µM; 220,000 compounds, 0.37% hits;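 active means inhibition above about 30%, limit read from the data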;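 further: 0% = full FRET control wells and 100% = background wells lacking eIF4GI fragment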
p97 inhibitor = human p97 ATPase inhibition; P55072; recombinant p97 ATPase, Kinase-Glo ATP luminescence, 3 h; inhibition, % at 8 µM; 220,000 compounds, 0.42% hits; in the data active means inhibition above about 15%;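 further: 0% = DMSO vehicle and 100% = wells lacking enzyme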
S1P4 agonist = activates the human S1P4 receptor; O95977; S1P4-expressing cell line, agonist reporter assay; activation, % at 4.98 µM; 220,000 compounds, 0.35% hits; AID 1509; in the data active means activation above about 11%;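 further: 0% = DMSO vehicle and 100% = reference agonist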
Starred values were filed as active, the others as inactive; . = no result given; & = joins results of further samples; [ ] = remark or other dose.

Below each SMILES: S1P4 antag	NPY-Y2 PAM-ag	NPY-Y1 PAM-ag	PGE2 EP2 inh	NPY-Y1 antag	EP2 mod	eIF4E 4G PPI	p97 inhibitor	S1P4 agonist
CCOC(=O)c1oc2cc(O)ccc2c(=O)c1-c1csc(C)n1
 : -14	4	-9	12	-5	8	-3	4	-2.0
C=CCN1C2CCCC1CC(NC(=S)Nc1ccc(Cl)cc1)C2 (configuration not stated)
 : 11	5	31	11	-6	-84	4	4	0.1
O=C(Cc1cccs1)N/N=C/C=C\c1ccco1
 : -8	-5	-2	6	4	8	0	1	-1.5
CCCCC(=O)NCc1ccccc1Cl
 : -13	6	14	5	5	10	0	9	2.0
CN(C)c1ccc(C2C3CCCc4ccccc4C3=NN2C)cc1 (configuration not stated)
 : -10	-23	-5	9	.	-5	-4	-1	0.4
CCn1c(CNC(=O)Cc2ccc(OC)cc2)n[nH]c1=S
 : -2	4	-12	10	6	5	-4	0	1.2
O=C1COc2ccc(C(=O)CSc3nnc(-c4cccs4)n3Cc3ccccc3)cc2N1
 : 4	-4	22	13	-1	-14	-4	6	-0.3
CN(CCNC(=O)c1cn(C)c2ccc(S(=O)(=O)N(C)C)cc2c1=O)CCc1ccccc1
 : -22	0	-18	3	3	-12	3	-2	1.4
COc1ccc(NC(=O)CSc2nc3ccccc3c(=O)n2-c2ccc3c(c2)OCO3)c(OC)c1
 : 19	-10	16	10	-2	3	2[fluorescence artefact?]	-1	1.1
COc1ccccc1NC(=S)NCCSc1ccc(C)cc1
 : -18	0	-25	11	9	-7	-1	2	-0.1
Cc1ccc(OCC(=O)N/N=C\c2c(C)[nH]n(-c3ccccc3)c2=O)c([N+](=O)[O-])c1
 : 2	1	-6	7	18	7	0	1	1.4
Cc1c(NC(=O)c2cc(C3CC3)on2)c(=O)n(-c2ccccc2)n1C
 : -8	-5	-14	8	3	1	1	-4	-3.2
CC(Oc1ccc(C(C)(C)C)cc1)c1ccnc2nc(/N=C/N(C)C)nn12 (configuration not stated)
 : 7	-17	2	6	0	5	3	3	-2.9
NC(=O)C1=CN(Cc2ccc(Cl)cc2)CCC1C(F)(F)F (configuration not stated)
 : 4	12	4	6	.	-25	5	2	-0.2
Fc1ccc(-c2nnc(CSc3nnc4ccccn34)o2)cc1
 : -23	-5	6	4	4	-2	-31	-6	1.2
O=C(Nn1c(C2CCCCC2)nc2ccccc2c1=O)c1ccc([N+](=O)[O-])cc1
 : -13	12	-17	6	4	15	-1	-1	0.8
COc1ccc(/C=N/NC(=O)C2C(=O)NCC2c2ccccc2)c(OC)c1 (configuration not stated)
 : -2	2	-5	14	0	19	2[fluorescence artefact?]	0	-0.7
CN(C)CCNc1oc(COc2ccc(-c3ccccc3)cc2)nc1C#N
 : 10	-8	5	13	-2	-35	-2	-7	-0.9
O=C(NN=C1CCCC1)c1n[nH]c2c1CCC2
 : -9	-32	8	5	11	28	0	3	-1.6
CC(NC(=O)CN1CCCC1)C12CC3CC(CC(C3)C1)C2 (configuration not stated)
 : -28	-2	6	3	1	11	4[fluorescence artefact?]	1	-0.8
CC(/C=N/NC(=O)Cc1cc(=O)[nH][nH]1)=C\c1ccccc1
 : -4	3	20	14	-8	2	-5[fluorescence artefact?]	-2	-0.7
O=C1/C(=C\c2cccnc2)CN(Cc2ccccc2)C/C1=C\c1cccnc1
 : 23	-11	-17	24	8	-8	3	-2	-1.4
N#C/C(=C\c1ccc(-c2cccc([N+](=O)[O-])c2)o1)C(=O)NCCN1CCOCC1
 : -7	4	-1	18	1	-37	1	-1	1.6
O=c1c2cccc3c2c(nn1-c1ccccc1)-c1ccccc1-3
 : -2	-1	-2	9	-3	31	-1	1	-0.4
N#CC(C#N)=C1C=CC=CN1/C(=C\c1ccco1)C(=O)c1ccc(Cl)cc1
 : 9	-8	-1	29	-1	-64	14	4	0.8
COc1ccc(NC(=O)/C(C#N)=C/c2c(C)nn(-c3ccc(F)cc3)c2Cl)cc1Cl
 : -14	6	-5	5	1	5	-3	6	1.6
COc1cc(C2C(C(C)=O)=C(C)Nc3ncnn32)ccc1O (configuration not stated)
 : -2	2	1	7	1	8	-6	4	1.1
O=C(NCn1cnccc1=O)c1ccccc1
 : -26	-9	-5	7	2	18	2	-1	-0.7
COc1c(C)cc(C(=O)C2CCCN(Cc3cccc4nccnc34)C2)cc1C (configuration not stated)
 : -15	-24	-1	6	4	-28	5	2	1.2
Cc1ccc(-c2n[nH]c(=S)c3ccccc23)cc1
 : -30	-8	5	5	0	42	-4	3	0.7

One compound at a time, from the list above. Values in the order: S1P4 antag, NPY-Y2 PAM-ag, NPY-Y1 PAM-ag, PGE2 EP2 inh, NPY-Y1 antag, EP2 mod, eIF4E 4G PPI, p97 inhibitor, S1P4 agonist
`N#CC(C#N)=C1C=CC=CN1/C(=C\c1ccco1)C(=O)c1ccc(Cl)cc1` is entered as 9, -8, -1, 29, -1, -64, 14, 4, 0.8
`COc1cc(C2C(C(C)=O)=C(C)Nc3ncnn32)ccc1O` (configuration not stated) is entered as -2, 2, 1, 7, 1, 8, -6, 4, 1.1

Next entries
Below each SMILES: S1P4 antag	NPY-Y2 PAM-ag	NPY-Y1 PAM-ag	PGE2 EP2 inh	NPY-Y1 antag	EP2 mod	eIF4E 4G PPI	p97 inhibitor	S1P4 agonist
Nc1ccc2c(c1)nc(Cc1ccccc1)n2CCO
 : -1	3	1	6&5	-2	-17&16	2	8	-1.0
CN1c2ccccc2N(C)C1c1ccc2c(c1)OCO2
 : -10	-10	-5	6	-1	29	2	-4	2.2
Cc1cc(C)c(S(=O)(=O)Nn2cnnc2)c(C)c1
 : -16	-2	14	11	7	16	1	-3	-1.0
Cc1cccc(N2CCN(C(=O)c3cc4c(=O)n(C)c5ccccc5c4n3C)CC2)c1C
 : -10	-11	-6	6	-3	7	0	-1	0.8
N#Cc1cc2c(=O)n3ccccc3nc2n(-c2ccc(Cl)cc2)c1=O
 : -15	-6	7	6	-1	24	3	2	8.6
COc1ccc(-c2ccnc(SCC(=O)N3CCN(c4ccccc4)CC3)n2)cc1
 : -1	2	-29	3	.	6	5	-1	0.7
CCCS(=O)(=O)N1CCCC(C(=O)N2CCN(c3ccccc3)CC2)C1 (configuration not stated)
 : -4	2	4	16	1	.	.	5	-0.5
CC(CO)Nc1nc(SCc2ccccc2)nc2sc3c(c12)CCC3 (configuration not stated)
 : 2	0	-20	2	10	25	-2	-3	-1.5
CC(=O)c1ccc(NC(=O)C(C)N(C)CC(=O)Nc2ccc(Cl)cc2)cc1 (configuration not stated)
 : -2	7	17	7	-1	-56	2	0	0.2
CC(C)(C)c1ccc(/C=C/C(=O)N2CCCCC2)cc1
 : 2	-7	-15	9	2	-36	7	-1	-0.4
O=C(/C=C/c1ccccc1)NC(NC(=S)Nc1cccc(O)c1)C(Cl)(Cl)Cl (configuration not stated)
 : -8	9	-38	14	0	-73	3[fluorescence artefact?]	9	-1.2
CNC(=S)N/N=C/c1cc(C)ccc1C
 : 6	-21	-15	1	1	-3	2	1	-0.3
CCCCC(=O)N/N=C(C)/C=C/c1ccccc1F
 : -3	-17	10	1	0	8	-2	0	1.1
Cc1ccc(S(=O)(=O)Nc2ccc(=O)n(Cc3ccc(Cl)c(Cl)c3)c2)cc1
 : -7	4	-10	8	-7	13	2	-5	-3.2
O=C(O)C1=NOC(CNC(=O)c2ccccc2Cl)C1 (configuration not stated)
 : -8	9	-2	0	-2	19	0	-3	0.2
CCOC(=O)N1CCN(C2=CC(=O)OC23CCCCC3)CC1
 : -4	-6	-14	11	-8	-4	-4	-3	0.8
CN(C)S(=O)(=O)c1cccc(-c2csc(=Nc3ccccc3)n2CCCN2CCOCC2)c1
 : -4	-8	-5	10	.	-20	0	-8	1.5
O=C(CSc1nc(-c2ccco2)cc(C(F)(F)F)n1)Nc1ccc2c(c1)CCC2
 : -8	2	1	14	4	13	6	5	2.6
Clc1ccc(-n2nnnc2SCc2cn3ccccc3n2)cc1
 : 3	-9	-4	11	1	-27	1	-2	0.1
CCc1c(C)nc(Nc2nc(C)c3ccc(OC)cc3n2)[nH]c1=O
 : -5	6	10	17	8	7	-5	5	0.1
COc1ccccc1C(=O)O/N=C(/C)c1ccc(N2C(=O)C3CCCCC3C2=O)cc1 (configuration not stated)
 : -8	-7	-4	11	-11	-13	6	-10	-2.9
Cn1c(=O)c2ncn(CC(=O)Nc3ccc(N4CCOCC4)cc3)c2n(C)c1=O
 : -3	-1	8	6	2	0	4	3	1.5
COc1cc(/C=N/NC(=O)CCc2c(C)n[nH]c2C)cc(OC)c1OC
 : 1	-7	4	0	5	-29	0	-3	1.8
C#CCSc1nnc(-c2cccc3ccccc23)o1
 : -6	-8	-32	8	2	.	.	-5	0.8
O=[N+]([O-])c1cc(S(=O)(=O)N2CCCC2)ccc1N/N=C/c1ccncc1
 : -4	17	8	9	8	-30	11	2	0.7
COc1ccc(CCNC(=O)CN(CCc2ccccc2)S(C)(=O)=O)cc1OC
 : 0	2	8	7	12	27	0	0	2.5
Cc1ccc(-c2nn(-c3ccccc3)cc2/C=C(\C#N)C(=O)NCc2ccccc2)cc1
 : -4	3	-2	7	-1	-3	-1[fluorescence artefact?]	1	-1.0
CCc1nc(N2CCOCC2)c(C#N)c2c1COC(C)(C)C2
 : -4	13	4	17	-4	6	2	0	0.7
O=C(C(c1ccccc1)c1ccccc1)N1CCCc2ccccc21
 : -11	7	-14	17	8	78*	1[fluorescence artefact?]	-4	-0.7
COCCNC(=O)/C(C#N)=C/c1cc(C)n(-c2ccc(C)cc2)c1C
 : -14	0	-16	4	-1	5	-3	-6	1.2
CCCN1CCN(C(=S)Nc2ccc([N+](=O)[O-])cc2)CC1
 : -20	3	4	4	-5	-3	8[fluorescence artefact?]	-1	1.9
C=CCn1cc(-c2ccccc2)cc(C#N)c1=O
 : -21	7	-4	17	9	23	-3	-1	1.9
CC1(C)CC2(CC(C)(C)NC(=O)N2)NC(=O)N1
 : 4	-2	-1	.	1	-4	1	-6	0.7
Cc1cccc2cc(COC(=O)c3ccco3)c(=O)[nH]c12
 : 2	13	9	10	6	-32	-2	6	0.6
CCOC(=O)c1ccc(NC(=O)Oc2cc(C)c(Cl)cc2C(C)C)cc1
 : 15	-13	5	8	.	-17	-7	0	-0.5
COc1ccc(NC(=S)NCCC(c2ccccc2)c2ccccc2)c(OC)c1
 : 8	-16	5	17	0	-10	5	2	0.9
Cc1ccccc1C(=O)NNC(=O)Cc1cccc2ccccc12
 : 2	-1	0	8	5	-6	6	-3	-1.5
COc1ccc(OCCC(=O)NCC23CC4CC(CC(C4)C2)C3)cc1
 : -8	4	-3	12	4	25	-4	0	-1.2
COc1ccc2c(c1)S/C(=C\C(=O)c1ccncc1)N2C
 : 17	3	-11	5	-7	2	-7	0	-4.0
CSc1cccc(NC(=O)Cc2ccccc2[N+](=O)[O-])c1
 : 7	-9	1	6	-2	-23	-1	3	-0.5
CSC1=C(C#N)C(c2ccc(C(C)C)cc2)CC(=O)N1 (configuration not stated)
 : -1	-8	12	6	-4	-3	3	-1	0.4
Cc1ccc2nc(SC(C)C(=O)NCc3ccc4c(c3)OCO4)[nH]c2c1 (configuration not stated)
 : -12	-9	-17	7	7	-6	0	1	0.9
O=C(CCc1ccccc1)N1CCN(c2ccccc2F)CC1
 : -10	-21	-19	11	3	-32	1	-7	-0.4

Looked up above.
`COc1ccccc1NC(=S)NCCSc1ccc(C)cc1` – NPY-Y2 PAM-ag = 0
`CN(C)S(=O)(=O)c1cccc(-c2csc(=Nc3ccccc3)n2CCCN2CCOCC2)c1` – S1P4 antag = -4
`CCOC(=O)c1ccc(NC(=O)Oc2cc(C)c(Cl)cc2C(C)C)cc1` – S1P4 agonist = -0.5

A portion of the library (hit frequency here may not be typical).
